# Screening results as filed in PubChem BioAssay.
# MrgX1 agonist – agonists of human MrgX1 receptor. Q96LB2. MrgX1-HEK293 cells, Fluo-4 calcium fluorescence, agonist mode; hits give high values. B-score at 10 µM. actives 0.44% (n = 310,000). AID 588627;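 active means calcium response B-score plate-corrected fluorescence ratio at least 3 library SD, with starting fluorescence B-score inside 5 SD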
# Target sequence (Q96LB2 whole entry, looked up): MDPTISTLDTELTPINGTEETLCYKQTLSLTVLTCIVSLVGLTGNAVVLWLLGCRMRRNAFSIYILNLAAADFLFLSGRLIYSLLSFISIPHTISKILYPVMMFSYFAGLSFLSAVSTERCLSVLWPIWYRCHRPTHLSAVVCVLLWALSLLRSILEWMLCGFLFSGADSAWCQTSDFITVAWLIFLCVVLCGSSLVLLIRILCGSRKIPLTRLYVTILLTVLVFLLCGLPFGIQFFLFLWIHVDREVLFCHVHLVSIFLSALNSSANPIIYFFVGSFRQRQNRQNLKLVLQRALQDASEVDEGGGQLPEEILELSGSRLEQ
#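 Assay system: MrgX1-expressing HEK293 cells / Amount: fifteen thousand cells per well / Doses: test compound in the initial addition of three / Timing: cells plated overnight, dye loaded 0.5 h 37 °C, 0.5 h room temperature / Technique: kinetic calcium dye fluorescence, Fluo-4 NW / Control set: positive and negative controls per plate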
# RGS4 inh – human RGS4 inhibition | B-score at 10 µM | HEK293 M3R/RGS4 inducible, Fluo-4 calcium flux; hits give high values; triggered by carbachol at its EC20 | AID 463165 | actives 0.45% (n = 310,000) | P49798;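 active means B-score, a plate-corrected calcium signal, over three deviations above library mean, with baseline fluorescence within five deviations of library mean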;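 further: RGS4 expression induced by doxycycline in cells with stable M3 receptor; B-score is computed from the integrated fluorescence ratio over baseline after carbachol; higher B-score means a larger calcium signal and so more RGS4 inhibition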
# TMEM16A act – activates or potentiates the mouse TMEM16A chloride channel; B-score at 10 µM; AID 623877; Q8BHY3; HEK293 TMEM16A/YFP-H148Q/I152L, iodide quench fluorescence; hits give low values; actives 0.3% (n = 340,000);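 active means fluorescence-ratio B-score plate-corrected deviation score at least 3 library SD below zero, with starting fluorescence score within 5 deviations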;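 further: channel opened by trigger with iodide after compound preincubation; score built on the fluorescence ratio of max minus min over baseline; more negative score means more quench and so TMEM16A activation or potentiation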
# hERG protect – shields human hERG channel from block by proarrhythmic agents; actives 0.51% (n = 310,000); Q12809; CHO-hERG, FluxOR thallium flux, dofetilide IC70 present; activation (rescue from dofetilide block), less the hit threshold, % at 10 µM; AID 1511;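 active means activation above the mean of controls blocked by dofetilide plus 5 SD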;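 further: thallium influx through hERG after potassium depolarization seen as dye fluorescence rise; in these data hits start at about 4.7%; inactives centre near -7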
# KCNK3 inh – human KCNK3 channel inhibition, primary screen; O14649; actives 0.84% (n = 340,000); B-score at 10 µM; CHO-KCNK3 thallium flux, FluxOR fluorescence; hits give low values; AID 602410;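 active means B-score under library mean minus 4 SD, starting fluorescence ratio at most library mean plus 5 SD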;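 further: more negative B-score means stronger inhibition of thallium flux through KCNK3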
# Target sequence (O14649 whole entry, looked up): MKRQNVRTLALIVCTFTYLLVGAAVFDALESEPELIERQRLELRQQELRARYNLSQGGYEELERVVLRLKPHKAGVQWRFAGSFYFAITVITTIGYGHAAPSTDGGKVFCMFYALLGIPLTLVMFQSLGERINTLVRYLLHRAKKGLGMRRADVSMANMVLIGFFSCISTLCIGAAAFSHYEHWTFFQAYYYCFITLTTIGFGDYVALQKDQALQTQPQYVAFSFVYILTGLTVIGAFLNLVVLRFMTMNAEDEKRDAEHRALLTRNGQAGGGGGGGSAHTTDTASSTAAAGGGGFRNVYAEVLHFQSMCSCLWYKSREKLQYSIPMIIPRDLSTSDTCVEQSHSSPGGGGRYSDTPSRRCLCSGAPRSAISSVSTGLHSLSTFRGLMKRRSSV
# MrgX1 PAM – human MrgX1 positive allosteric modulation, primary screen. AID 588675. Q96LB2. MrgX1-HEK293, Fluo-4 calcium flux, FDSS; hits give high values. B-score at 10 µM. actives 0.63% (n = 310,000);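 active means plate-corrected calcium response at least 3 library SD above typical, normal starting fluorescence, not activating the receptor alone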;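 further: compound read alongside a low EC10 to EC30 dose of BAM8-22 agonist; peak minus trough fluorescence over baseline measured at the second addition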
# KCNQ1 block – human KCNQ1 channel inhibition | P51787 | CHO-K1 KCNQ1, FluxOR thallium flux fluorescence; hits give high values | B-score at 10 µM | actives 1.3% (n = 310,000) | AID 2642;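 active means compounds whose thallium flux B-score, printed positive for inhibition, exceeds three library SD while starting fluorescence stays within three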;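 further: channel opened by potassium depolarization with thallium stimulus after 20 min compound exposure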
# KCNQ1 act – potentiates or activates the human KCNQ1 potassium channel | B-score at 10 µM | P51787 | actives 0.35% (n = 310,000) | CHO-K1 KCNQ1, thallium flux FluxOR fluorescence; hits give high values;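 active means fluorescence ratio B-score, a plate-corrected score, at least three library SD, with initial intensity B-score within 5 SD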
#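 Assay system: CHO-K1 cells stably expressing KCNQ1. Medium: assay buffer for compound exposure, DMSO matched across wells. Timing: 37 °C overnight plating, 90-min dark dye load, 20-min compound pretreatment. Signal: kinetic FluxOR fluorescence, 10 s baseline plus 110 s post-stimulus.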
# RGS4 act – RGS4 potentiation or activation; HEK293 M3R/inducible RGS4, carbachol calcium flux Fluo4; hits give low values; actives 0.92% (n = 310,000); B-score at 10 µM;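 active means B-score of the integrated calcium signal more than 4 SD below the library mean, with starting fluorescence not abnormally high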;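 further: negative B-score means reduced calcium response which marks RGS4 activation or potentiation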
#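 Assay system: HEK293 FlpIn-TREx cells, stable M3R, doxycycline-inducible RGS4 / Probe or stimulus: carbachol, ECmax concentration / Times: overnight RGS4 induction, 30 min dye load 37 °C, 20 min compound RT / Signal: kinetic calcium fluorescence imaging with Fluo4-AM dye, 2 µM / Measure: Agonist-evoked peak-minus-minimum fluorescence over baseline, integrated ratio, B score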
# KCNK9 inh – blocks the human KCNK9 two-pore domain potassium channel | Q9NPC2 | HEK293 KCNK9, FluxOR thallium flux fluorescence; hits give low values | B-score at 10 µM | actives 1.2% (n = 310,000) | AID 488922;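 active means ratio B-score over 3 SD below the library mean, with starting fluorescence within 5 SD of its mean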;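 further: negative B-score means less thallium flux so channel inhibition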
# Target sequence (Q9NPC2 whole entry, looked up, the tested form may be a part): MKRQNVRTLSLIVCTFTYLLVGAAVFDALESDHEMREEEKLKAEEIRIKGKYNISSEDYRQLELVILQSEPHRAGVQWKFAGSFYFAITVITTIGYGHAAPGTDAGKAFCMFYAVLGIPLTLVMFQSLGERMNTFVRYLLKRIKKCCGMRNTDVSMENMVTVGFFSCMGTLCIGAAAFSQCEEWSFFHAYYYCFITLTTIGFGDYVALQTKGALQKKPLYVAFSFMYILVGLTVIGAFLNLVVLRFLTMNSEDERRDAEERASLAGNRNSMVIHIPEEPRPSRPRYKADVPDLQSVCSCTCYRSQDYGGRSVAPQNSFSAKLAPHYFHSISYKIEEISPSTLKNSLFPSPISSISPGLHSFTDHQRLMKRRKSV
# TMEM16A inh – blocks the mouse calcium-activated chloride channel TMEM16A | AID 588511 | HEK293 TMEM16A/YFP iodide influx fluorescence, ionomycin | Q8BHY3 | normalized B-score (activity score, 25-100; higher = stronger inhibition) at 10 µM | actives 1.2% (n = 310,000);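 active means ratio plate-corrected score three or more library SD toward inhibition, starting fluorescence score within five deviations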;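 further: score derived from kinetic fluorescence span divided by baseline fluorescence per well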
# An asterisk follows results filed as active; i = inactive; · = no result given.
SMILES,MrgX1 agonist,RGS4 inh,TMEM16A act,hERG protect,KCNK3 inh,MrgX1 PAM,KCNQ1 block,KCNQ1 act,RGS4 act,KCNK9 inh,TMEM16A inh
COc1cc2c(cc1OC)C(c1cccc(Cl)c1Cl)CC(=O)N2 (centres undefined),i,i,i,-7,i,i,i,i,i,i,i
CC(=O)n1cc([C@@H]2C=C(C(=O)N3CCOCC3)O[C@H](OCCCCO)C2)c2ccccc21,i,i,i,-3,i,i,i,i,i,i,i
Cn1c(CN2CCOCC2)nc2cc(NC(=O)COc3ccccc3)ccc21,i,i,i,-7,i,i,i,i,i,i,i
CC(=O)c1c(C)[nH]c2ccccc2c1=O,i,i,i,-4,i,i,i,i,i,i,i
O=C(NCc1ccc(Cl)c(Cl)c1)c1cccnc1,i,i,i,0,i,i,i,i,i,i,i
Clc1ccccc1CN1CCN(CCCc2ccccc2)CC1,·,i,i,-10,i,·,i,i,i,i,·
CCCCCCCCCCC[N+](C)(C)CC/C=C1/c2ccccc2Sc2ccc(Cl)cc21,i,i,i,-11,i,i,i,9*,i,i,i
Cc1ccc(NC(=O)CN2C(=O)NC(Cc3c[nH]c4ccccc34)C2=O)cc1S(=O)(=O)N1CCCCC1 (centres undefined),i,i,i,-6,i,i,i,i,i,i,i
Cc1ccccc1N(CC(=O)NCCc1ccccc1)C(=O)CCC(=O)Nc1ccccn1,i,i,i,-8,i,i,i,i,i,i,i
Cc1ccc2nc(CSc3nnc(-c4ccco4)n3-c3ccccc3)cc(=O)n2c1,i,i,i,-8,i,i,i,i,i,i,i
COc1cc2[nH]c(=S)n(Cc3ccc(C)cc3)c(=O)c2cc1OC,i,i,i,-13,i,i,i,i,i,i,i
O=C(O)CCC(=O)Nc1ccc(F)cc1,i,i,i,-1,i,i,i,i,i,i,i
Cc1ccnc2nc(C(=O)NC3=NCCS3)nn12,i,i,i,-8,i,i,i,i,i,i,i
Cc1ccc(-n2nc3c(c2NC(=O)C2CCCC2)CS(=O)(=O)C3)cc1,i,i,i,-7,i,i,i,i,i,i,i
Cc1ccccc1CNC(=O)c1ccccc1NS(C)(=O)=O,i,i,i,-14,i,i,i,i,i,i,i
C/C(=N\Nc1ccc([N+](=O)[O-])cc1)c1ccc(-n2nncc2C(C)(C)C)cc1,i,i,i,-13,i,i,i,i,i,i,i
C=CCN1C(=NC(=O)CCCC(=O)O)SC2CS(=O)(=O)CC21 (centres undefined),i,·,i,·,i,i,·,·,·,·,i
COC(=O)C1=C(C)NC(C)=C(C(=O)O[C@@H]2CCCN(Cc3ccccc3)C2)[C@@H]1c1cccc([N+](=O)[O-])c1,i,i,i,-15,i,i,7*,i,i,i,i
O=C1CC(c2ccc(F)cc2)c2cc3c(cc2N1)CCC3 (centres undefined),i,i,i,-5,i,i,i,i,i,i,i
CC(C)c1ccccc1NC(=O)c1cccc(NC(=O)c2ccccc2)c1,i,i,·,-5,-10*,i,i,i,i,-10*,i
CCCn1cc(C(CC(=O)O)C(=O)O)c2ccccc21 (centres undefined),i,i,i,-5,i,i,i,i,i,i,i
COc1ccc(NC(=O)C(OC(=O)c2ccc([N+](=O)[O-])o2)c2ccccc2)cc1Cl (centres undefined),i,i,i,-7,i,i,i,i,i,i,i
COc1c(C)cc(Br)cc1C(=O)NC(=S)Nc1ccc(Cl)c(C(=O)O)c1,i,i,i,-5,i,i,i,i,i,i,i
COc1ccc(C(=O)CC(=O)C(=O)Nc2cccc([N+](=O)[O-])c2C)cc1,i,i,i,-4,i,i,i,i,i,i,i
CC(=O)c1ccc(-n2c(CCC(=O)O)ccc2-c2ccc(C)cc2)cc1,i,i,i,1,i,i,i,i,i,i,i
Cc1nc(C)n(CC(=O)N2CCCC(C(=O)c3cccc4ccccc34)C2)n1 (centres undefined),i,i,i,-10,i,i,i,i,i,i,i
CC(=O)Nc1ccc(Nc2nnc(-c3ccc(O)cc3)c3ccccc23)cc1,i,i,i,-6,i,i,i,i,i,i,i
Nc1nonc1C(=O)OCC(=O)c1ccc(Cl)cc1,i,i,i,-4,i,i,i,i,i,i,i
CSc1ccc(S(=O)(=O)N2CCC(C(=O)NCc3ccncc3)CC2)cc1,i,i,i,-5,i,i,i,i,i,i,i
COCCNc1oc(/C=C/c2ccc(F)cc2)nc1S(=O)(=O)c1ccccc1,i,i,i,-3,i,i,i,i,i,i,i

# Records above that bear a hit mark in KCNK3 inh.
mol	MrgX1 agonist	RGS4 inh	TMEM16A act	KCNK3 inh	KCNQ1 block	KCNQ1 act	KCNK9 inh
CC(C)c1ccccc1NC(=O)c1cccc(NC(=O)c2ccccc2)c1	i	i	·	-10*	i	i	-10*

# (further entries)
SMILES,MrgX1 agonist,RGS4 inh,TMEM16A act,hERG protect,KCNK3 inh,MrgX1 PAM,KCNQ1 block,KCNQ1 act,RGS4 act,KCNK9 inh,TMEM16A inh
COc1ccc(N2C(=O)/C(=C/c3cccs3)NC2=S)cc1,i,i,i,-8,i,i,i,i,i,i,i
COc1ccc(CNC(=O)CSc2nc3ccc(OC)cc3[nH]2)cc1,i,i,i,-3,i,i,i,i,i,i,i
COc1cccc(C(=O)Nc2nc(C)cs2)c1,i,i,i,-4,i,i,i,i,i,i,i
CCOC(=O)c1c(-c2cccc(C)c2)csc1NC(=O)c1c(-c2ccccc2)noc1C,i,i,i,-6,i,i,i,i,i,i,i
COc1ccccc1NC(=O)Nc1nc(CC(=O)NCc2c(F)cccc2F)cs1,i,i,i,-13,i,i,i,i,i,i,i
O=C(Cc1ccccc1)NC1CCN(C(=O)NCc2ccccc2)CC1,i,i,i,-4,i,i,i,i,i,i,i
CC1(C)C2([N+](=O)[O-])CN3CC1([N+](=O)[O-])CN(C2)C31CCCC1,i,i,i,-9,i,i,i,i,i,i,i
O=c1[nH]c2ccc(S(=O)(=O)Nc3ccc(-c4nnc5n4CCCCC5)cc3)cc2o1,i,i,i,-12,i,i,i,i,i,i,i
O=C(NC(=S)Nc1ccc(CN2CCOCC2)cc1)c1ccc(-c2cccc(Cl)c2)o1,i,i,i,-3,i,i,i,20*,-9.9*,i,i
CC1=NN(Cc2ccccc2)C(=O)/C1=C/c1ccc(N(C)C)cc1,i,i,i,-8,i,i,i,i,i,i,i
O=C(Nc1ccc(-c2cnco2)cc1)c1ccc(F)cc1F,i,i,i,-8,i,i,i,i,i,i,i
COc1ccc(CNc2ccc(S(=O)(=O)N3CCN(C)CC3)cn2)cc1OC,i,i,i,-14,i,i,i,i,i,i,i
O=C(NC1CCCC1)C(c1ccccn1)N(Cc1ccc(F)cc1)C(=O)c1csnn1 (centres undefined),i,i,i,-8,i,i,i,i,i,i,i
COc1ccc(S(=O)(=O)N2CCN(c3cccc(C)c3C)CC2)cc1,i,i,i,-9,i,i,9*,i,i,i,i
CCCC(=O)c1ccc(N2CCC(C)CC2)c(F)c1,i,i,i,-5,i,i,i,i,i,i,i
O=C(Nc1ccc2c(c1)ncn2-c1ccccc1)c1ccco1,i,i,i,-13,i,i,i,i,i,i,i
CCOc1ccc(C(=O)OCC(=O)NCc2ccco2)cc1OCC,i,i,i,-8,i,i,i,i,i,i,i
CC(C)S(=O)(=O)c1csc(NC(=O)Nc2ccc(Cl)cc2)c1Cl,i,i,i,-10,i,i,i,i,i,i,i
O=C(c1ccco1)N1CCN(Cc2nc3ccccc3c(=O)n2-c2ccc(F)cc2)CC1,i,i,i,-11,i,i,i,i,i,i,i
O=C(Cn1cnc2ccc(Cl)cc2c1=O)c1cccs1,i,i,i,-6,i,i,i,i,i,i,i
CC(=O)c1ccc(NC(=O)Cc2cccs2)cc1,i,i,i,-11,i,i,i,i,i,i,i
Cc1c(C(=S)NC(=O)C2CC2)c(=O)n(-c2ccccc2)n1C,i,i,i,-20,i,i,i,i,i,i,i
Cc1ccccc1NC(=O)c1ccc2ccccc2c1,i,i,i,-5,i,i,i,i,i,i,i
COc1ccccc1NS(=O)(=O)c1cc(NC(=O)c2ccc3ccccc3n2)ccc1Cl,i,i,i,-5,i,i,i,i,i,i,i
Cc1nn(C)cc1/C=N/n1nnnc1N,i,i,i,-11,i,i,i,i,i,i,i
c1cc(-c2cc3cc(N4CCOCC4)ccc3o2)cs1,i,i,i,-5,i,i,i,i,i,i,i
CCc1ccccc1N(C(C)=O)c1nc(CCl)cs1,i,i,i,-14,i,i,i,i,i,i,i
Cn1cc(S(=O)(=O)Nc2ccc(OC(F)(F)F)cc2)c(=O)n(C)c1=O,i,i,i,-11,i,i,i,i,i,i,i
CC1CCCC(C(=O)O)N1C(=O)CCSC(=O)c1ccccc1 (centres undefined),i,i,i,-9,i,i,i,i,i,i,i
O=C(NC1CCS(=O)(=O)C1)OC1CCCCC1 (centres undefined),i,i,i,-1,i,i,i,i,i,i,i
CCCC(=O)NC1=C(C#N)C2(CCCCC2)Cc2ccccc21,i,i,i,-10,i,i,i,i,i,i,i
O=C(NNS(=O)(=O)c1ccccc1)c1cccnc1,i,i,i,-11,i,i,i,i,i,i,i
Cc1cc(C)cc(NS(=O)(=O)c2ccc3[nH]cc(C(=O)N4CCc5ccccc54)c(=O)c3c2)c1,i,i,i,-7,i,i,i,i,i,i,i
Cc1ccc2nc(C)cc(C(=O)N/N=C/c3ccncc3)c2c1,i,i,i,-2,i,i,i,i,i,i,i
CC(NC(=O)C12CC3CC(CC(C3)C1)C2)C(=O)N/N=C/C1=C(N2CCOCC2)C(=C\c2cccc([N+](=O)[O-])c2)/CC1 (centres undefined),i,i,i,-9,i,i,i,i,i,i,i
O=C(NNc1cccc(Cl)n1)Nc1ccccc1,i,i,i,-6,i,i,i,i,i,i,i
COc1ccccc1C1/C(=C(/O)c2ccc(C)cc2)C(=O)C(=O)N1CC(C)O (centres undefined),i,i,i,-3,i,i,i,i,i,i,i
Cc1ccc(C)c(NC(=O)N2CCCCCC2)c1,i,i,i,-11,i,i,i,i,i,i,i
Cc1ccc(N2C(=O)c3ccc(C(=O)O)cc3C2=O)cc1C,i,i,i,-11,i,i,i,i,i,i,i
